Screens deposited in PubChem BioAssay by several laboratories.
NSD2 inh: NSD2 histone methyltransferase inhibitors, primary screen, biochemical, AlphaScreen, single concentration, set 2. Histone-lysine N-methyltransferase NSD2 (Homo sapiens), O96028. NSD2 peptide methylation, 120 min. inhibition, % at 12.5 µM. 310,000 compounds, 0.54% hits. AID 743445, 2014; in the data active = inhibition above about 50%
CAL PDZ FP-1: CAL PDZ peptide-binding inhibitors, primary screen, biochemical, fluorescence polarization, Cer-tagged CAL PDZ, HTS; Golgi-associated PDZ and coiled-coil motif-containing protein (Homo sapiens), Q9HD26; purified CAL PDZ, TMR-peptide fluorescence polarization, 1 h; inhibition, % at 20 µM; 330,000 compounds, 0.02% hits; AID 504414, 2011;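 active = highest replicate inhibition of at least 40%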;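 note: plate controls were DMSO neutral control wells for no effect and unlabeled competitor peptide control wells for full effect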
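Test system: tagged CAL PDZ domain / Buffer or medium: sodium phosphate/NaCl buffer pH 7.4 with TCEP, IgG, Thesit / Reagent: TMR-labelled reporter peptide T*-PRC34 bound in PDZ groove / Compound dosing: single point, 20 µM / Schedule: 1 h incubation at room temperature before polarization reading / Technique: fluorescence polarization (mP) / Benchmarks: unlabelled peptide, DMSO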
Arr AP2 block: inhibitors of beta-arrestin/AP2 binding, primary screen, biochemical, GPCR trafficking, flow cytometry. beta-arrestin 1 C-terminal peptide binding to AP2 beta2-adaptin appendage (human). FITC-arrestin peptide / GST-AP2 beads; AP2 beta2 appendage carries R879A mutation. 340,000 compounds, 0.31% hits. AID 504490, 2011. inhibition, % at 10 µM;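 active = inhibition above a set limit, near 3 SD of compounds lacking own fluorescence, cut at about 54% in these data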;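 note: plate controls were DMSO wells for no effect and 5 µM unlabelled arrestin peptide for full effect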
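Material – GST-tagged AP2 beta2-adaptin appendage (R879A) on 4 µm glutathione beads · Probe or stimulus – fluorescein-tagged arrestin peptide at 50 nM final · Timing – 12 min plus 1 h, RT · Detection – bead flow cytometry, FITC channel · Read-out basis – inhibition as reduced fluorescein signal on beads, percent · Medium – PBS plus Tween 20 (0.05%) and BSA (0.1%)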
V-ATPase pHluor: regulators of yeast V-ATPase proton pumping, primary screen, pHLuorin cytosolic pH fluorescence | S. cerevisiae | response, % at 10 µM | 350,000 compounds, 0.37% hits | AID 504577, 2011; in the data active = response mostly above about 7.3%, no sharp cut-off; inactive = mostly below about 5.4%; note: actives read high; inactives centre near 0; some compounds called inactive have numbers as strong as hits
DAGLB inh: DAGLB lipase inhibitors, primary screen, biochemical, fluorescence, HTS. HEK293T DAGLB membrane lysate, EnzChek fluorogenic substrate. inhibition, % at 5.17 µM. 340,000 compounds, 0.059% hits. AID 504411, 2011; in the data active = inhibition above about 34%;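 note: 0% = enzyme with vehicle and 100% = wells lacking enzyme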
Pemphigus Ab inh: inhibitors of pemphigus antibody binding to DSG3, primary screen, biochemical, bead-based, flow cytometry, scFv-GFP; DSG3-coupled beads, scFv-anti-DSG3-GFP binding; stronger effect = lower value; 310,000 compounds, 0.48% hits; Desmoglein-3 (Homo sapiens), P32926; binding (percent of control), % at 10 µM;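 active = binding more than 3 SD below its plate's average and above zero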; note: some compounds called inactive have numbers as strong as hits
Target sequence (P32926 whole entry, looked up): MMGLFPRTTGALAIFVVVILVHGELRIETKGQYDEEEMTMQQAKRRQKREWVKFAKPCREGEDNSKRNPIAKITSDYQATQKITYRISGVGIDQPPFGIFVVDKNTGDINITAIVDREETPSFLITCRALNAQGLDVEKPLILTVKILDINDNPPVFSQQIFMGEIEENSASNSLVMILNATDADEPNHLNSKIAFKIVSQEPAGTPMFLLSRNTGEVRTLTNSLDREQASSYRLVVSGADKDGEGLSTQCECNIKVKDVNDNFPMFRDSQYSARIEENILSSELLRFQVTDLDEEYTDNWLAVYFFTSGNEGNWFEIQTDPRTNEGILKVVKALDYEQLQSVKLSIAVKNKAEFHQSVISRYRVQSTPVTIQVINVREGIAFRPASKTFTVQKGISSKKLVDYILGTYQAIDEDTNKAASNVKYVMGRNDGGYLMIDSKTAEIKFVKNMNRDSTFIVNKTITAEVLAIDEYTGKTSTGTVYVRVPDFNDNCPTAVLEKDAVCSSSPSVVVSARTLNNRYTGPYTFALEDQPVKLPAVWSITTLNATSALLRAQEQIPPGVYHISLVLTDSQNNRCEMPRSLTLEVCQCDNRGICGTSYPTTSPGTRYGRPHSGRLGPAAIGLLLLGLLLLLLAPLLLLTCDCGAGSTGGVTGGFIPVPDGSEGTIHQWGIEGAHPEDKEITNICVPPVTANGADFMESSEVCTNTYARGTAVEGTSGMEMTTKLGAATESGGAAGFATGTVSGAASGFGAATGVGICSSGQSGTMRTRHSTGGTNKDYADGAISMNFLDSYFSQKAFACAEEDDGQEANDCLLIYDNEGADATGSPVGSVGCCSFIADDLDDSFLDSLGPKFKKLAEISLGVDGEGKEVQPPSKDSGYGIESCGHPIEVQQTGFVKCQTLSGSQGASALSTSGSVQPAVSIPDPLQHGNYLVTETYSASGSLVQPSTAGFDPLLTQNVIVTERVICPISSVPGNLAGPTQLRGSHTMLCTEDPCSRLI
RTF Ca sens inh: cardiac RTF calcium sensitivity inhibitors, primary screen, biochemical, IANBD-TnC fluorescence, EC70 calcium. inhibition, % at 7.15 µM. IANBD-labeled cardiac RTF, Ca2+ fluorescence. 340,000 compounds, 0.12% hits;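 active = inhibition above the mean inhibition of all tested compounds plus 3 SD, cut at about 17% in these data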;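 note: assay run at fixed EC70 calcium of 1.6 mM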
C-LANA FP: inhibitors of KSHV C-LANA binding to DNA, primary screen, biochemical, fluorescence polarization, FAM-LBS DNA, MBP-C-LANA, single point; inhibition, % at 9 µM; 340,000 compounds, 0.078% hits; Kaposi's sarcoma herpesvirus LANA C-terminal domain (residues 932-1162) DNA binding; AID 504423, 2011;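 active = highest replicate inhibition at or above 60% at 9 µM, even if other replicates fall short; inactive = all replicates below 60% inhibition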;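 note: 0% = neutral control wells and 100% = 4 µM acridine orange control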
CAL PDZ FP-2: untagged CAL PDZ binding inhibitors, primary screen, biochemical, fluorescence polarization, HTS. 300,000 compounds, 0.92% hits. AID 602252, 2012. Golgi-associated PDZ and coiled-coil motif-containing protein (Homo sapiens), Q9HD26. purified CAL PDZ, TMR-peptide fluorescence polarization, 1 h. inhibition, % at 24.9 µM;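 active = mean inhibition of at least 30% with at least half of replicates also reaching 30%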;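 note: 0% = DMSO neutral control and 100% = excess unlabeled competitor peptide PRC23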
Keap1-Nrf2 PPI: Keap1-Nrf2 protein-protein interaction inhibitors, primary screen, biochemical, fluorescence polarization, single point | Keap1 Kelch-Nrf2 peptide fluorescence polarization, 1536-well | inhibition, % at 9.4 µM | 340,000 compounds, 0.15% hits; in the data active = inhibition above about 12%;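 note: human Keap1 Kelch domain with fluorescein labeled Nrf2 9mer peptide probe; 0% = neutral control wells and 100% = peptide positive control; higher means more block of Keap1 binding to Nrf2 peptide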
The depositor's hits bear a star; . = no result given. Only part of the results is shown, so the mix of outcomes need not match the whole.

SMILES | NSD2 inh | CAL PDZ FP-1 | Arr AP2 block | V-ATPase pHluor | DAGLB inh | Pemphigus Ab inh | RTF Ca sens inh | C-LANA FP | CAL PDZ FP-2 | Keap1-Nrf2 PPI
CCOC(=O)CCC(NC(=O)c1ccc(NCN2C(=O)c3ccccc3C2=O)cc1)C(=O)OCC (configuration not stated) | 30 | -1.1 | 9 | 2 | -6 | 96 | 2 | 2.1 | 0 | -2
CCS(=O)(=O)N1CCC(C(=O)O)CC1 | -8 | -0.4 | 2 | -2 | -2 | 102 | -1 | -0.7 | 3 | 1
COCCn1c(SCC(=O)Nc2sc(C)c(C)c2C#N)nnc1-c1ccc(OC)cc1 | 1 | -0.3 | 0 | -3 | -2 | 96 | -11 | 0.7 | -3 | 4
Cc1c(Cl)cccc1NC(=S)NCCc1ccccn1 | 2 | -1.4 | -6 | -1 | -1 | . | -5 | -1.3 | 2 | -4
CCOC(=O)Cn1nc(/C=C/c2ccccc2)ccc1=O | -1 | -2.0 | 8 | -1 | -1 | . | 1 | 1.0 | -5 | -3
O=S(CC1CC1(Cl)Cl)CC1CC1(Cl)Cl (configuration not stated) | -2 | 0.0 | 6 | 0 | 0 | . | -10 | -1.1 | 0 | -1
CCOc1cc(S(=O)(=O)NC2CC(C)(C)NC(C)(C)C2)ccc1Cl | -3 | 0.3 | 6 | -2 | -1 | 95 | -12 | -4.5 | 0 | -1
CC1=CC(=C2C(=O)c3ccccc3C2=O)C=C(C)N1C | 6 | -0.7 | 17 | 2 | -1 | 81 | -1 | 0.3 | 2 | -1
O=C(COc1ccc(C(=O)c2ccccc2)cc1)NC1CCCCC1 | -2 | -1.0 | 7 | 0 | 1 | 88 | 3 | 0.6 | -5 | -2
COc1ccc(NC(=O)COC(=O)COc2cccc(Br)c2)cc1OC | 0 | 11 | -6 | -2 | 0 | . | 1 | -0.1 | 36* | -2
COc1ccc(N2CCN(C(=O)C3Cc4ccccc4CN3C(=O)c3ccco3)CC2)cc1 (configuration not stated) | 7 | -0.8 | -24 | -8 | 2 | 101 | -6 | -0.5 | . | 0
CCCCNC(=S)NC(=O)c1ccc(Cl)cc1Cl | 0 | 0.3 | 41 | 3 | -9 | 106 | -5 | -0.3 | -1 | 0
O=[N+]([O-])c1cccc(COc2cccc(CN3CCCCC3)c2)c1 | . | -0.4 | -23 | 3 | -8 | 102 | -7 | 0.6 | -2 | -5
CS(=O)(=O)c1cccc(C(=O)OCC(=O)c2ccc3c(c2)OCCO3)c1 | -1 | -3.8 | 28 | 3 | 2 | 108 | -6 | -1.2 | -7 | 1
CCCn1c(C2CCCN2c2nc(-c3ccc(C)cc3)cs2)nc2cc(Cl)c(N3CCCCC3)cc21 (configuration not stated) | . | -0.7 | 1 | -3 | -5 | 98 | -10 | -1.3 | 0 | -3
Cc1cc2[nH]c3c(c[n+](C)c4ccccc34)c2cc1C | 15 | -22 | -16 | -2 | 4 | 90 | 4 | 0.7 | 2 | -5
COC(=O)C1=CN(Cc2ccc(F)cc2)C=C(C(=O)OC)C1c1cc(OC)c(OC)c(OC)c1 | -14 | -3.2 | 19 | 0 | -3 | 103 | -4 | 0.1 | -4 | 0
COc1ccccc1OCC(=O)Nc1ccc(S(=O)(=O)Nc2cc(C)nc(C)n2)cc1 | -2 | -0.3 | -1 | -1 | 1 | 106 | -2 | -2.0 | . | -1
Cc1noc(C)c1S(=O)(=O)N(CCc1ccccc1)Cc1ccccc1 | -6 | -1.9 | 7 | -3 | -11 | 76 | -4 | 0.6 | 2 | 1
COc1ccc(/C=N/Nc2nc(C)cc(-c3ccccc3)n2)c(OC)c1 | 4 | 1.5 | 27 | -4 | 0 | 122 | 4 | -1.2 | 1 | -4
C=CCNC(=O)CC1C(=O)NCCN1Cc1ccc(-c2ccccc2)cc1 (configuration not stated) | -1 | -4.3 | -1 | -2 | 2 | 104 | 0 | -0.9 | -6 | -9
COc1ccc(C2(C(=O)Nc3ccc(S(N)(=O)=O)cc3)CCCC2)cc1 | . | 0.5 | -1 | -1 | -4 | 103 | -4 | 1.8 | -5 | 1
CC12CCC(=O)N1C(C(=O)Nc1nc3ccc(F)cc3s1)CS2 (configuration not stated) | 0 | -0.2 | -7 | 6 | 1 | . | 1 | -6.5 | -1 | 0
CC(O)[C@H]1CNC(=O)C(=O)N1CCc1cccc2ccccc12 (some centres not stated) | . | -0.6 | . | 3 | 1 | 106 | -12 | 1.8 | -1 | -10
COc1ccc(C(=O)CSc2nnc(-c3ccoc3C)n2CC2CCCO2)cc1 (configuration not stated) | 9 | -2.8 | -6 | 1 | -2 | 115 | -15 | -2.0 | -3 | -4
Cc1cc(OCC(=O)NNC(=O)c2cccnc2)cc(C)c1Cl | -1 | -3.1 | -2 | 4 | 0 | . | -5 | 0.3 | -4 | -7
COc1ccc(Cl)cc1NC(=O)CN(C)CC(=O)N1CC(=O)Nc2ccccc21 | 2 | -1.0 | -3 | 0 | 2 | 93 | 3 | -1.2 | -2 | -7
Cc1cc(Nc2c(C)n(C)n(-c3ccccc3)c2=O)c2ccccc2n1 | -1 | -1.0 | 28 | -2 | -1 | 98 | 6 | -0.5 | -3 | -1
Oc1ccc(F)c2cccnc12 | 2 | -3.4 | 36 | 4 | 5 | 107 | -11 | 0.4 | -15 | -3
CNCc1c(OCc2ccccc2)ccc2ccccc12 | 10 | -2.7 | -1 | -4 | 0 | 114 | -2 | -1.5 | -22 | -7
COc1ccc(N2CC(C)Cn3c2nc2c3c(=O)n(Cc3ccc(F)cc3)c(=O)n2C)c(OC)c1 (configuration not stated) | . | 0.3 | 12 | 5 | -1 | . | -19 | -1.7 | -4 | -1
O=C(c1ccoc1)N1CCC2(CC1)Oc1ccc(F)cc1C(=O)C21CC(c2ccc(Cl)cc2)=NO1 (configuration not stated) | . | -0.3 | 1 | -5 | -4 | 106 | -1 | -1.9 | 0 | -7
Cc1ccc(S(=O)(=O)N2CCCC(C(=O)NCc3ccc4c(c3)OCO4)C2)cc1 (configuration not stated) | -2 | -0.4 | 1 | 1 | -1 | 103 | -10 | -3.1 | -1 | 0
N/C(Cn1nnc(-c2ccccc2)n1)=N\O | -6 | -0.8 | 8 | -2 | 1 | 101 | -1 | -0.1 | 2 | 0
CN(C)S(=O)(=O)c1ccc(C(=O)NN2C(=O)NC3(CCCCC3)C2=O)cc1 | -1 | 0.1 | -13 | 1 | 0 | 99 | 3 | 0.1 | -5 | -1
CN(C)c1ccc(C(O)c2cc3ccccc3s2)cc1 (configuration not stated) | 1 | -0.1 | 4 | 1 | 2 | . | -8 | -1.0 | -4 | 2
O=C(CN1CCOCC1)Nc1ccccc1NC(=O)C1CCN(c2ncccn2)CC1 | -2 | 0.0 | 9 | -3 | 0 | 105 | -8 | -2.5 | 2 | -3
COc1ccccc1CC(NC(C)=O)C(=O)NC1CCN(C(=O)Nc2ccccc2C)CC1 (configuration not stated) | 1 | 1.1 | -9 | 3 | -2 | 106 | -13 | -1.9 | -3 | -3
O=c1[nH]c(CSc2nc3ccccc3[nH]2)nc2c1cnn2-c1ccccc1 | -2 | -6.2 | -1 | 0 | 1 | 121 | 1 | -0.7 | -1 | -4
CC(NC(=O)c1cccs1)C(c1cccs1)N1CCN(Cc2ccccc2)CC1 (configuration not stated) | -2 | -0.7 | -10 | -3 | -2 | 120 | -9 | 2.2 | . | 0

Rewritten with values under each structure: entries from further up
Below each SMILES – NSD2 inh	CAL PDZ FP-1	Arr AP2 block	V-ATPase pHluor	DAGLB inh	Pemphigus Ab inh	RTF Ca sens inh	C-LANA FP	CAL PDZ FP-2	Keap1-Nrf2 PPI
> O=C(c1ccoc1)N1CCC2(CC1)Oc1ccc(F)cc1C(=O)C21CC(c2ccc(Cl)cc2)=NO1 (configuration not stated)
  .	-0.3	1	-5	-4	106	-1	-1.9	0	-7
> Cc1ccc(S(=O)(=O)N2CCCC(C(=O)NCc3ccc4c(c3)OCO4)C2)cc1 (configuration not stated)
  -2	-0.4	1	1	-1	103	-10	-3.1	-1	0
> COc1ccc(N2CC(C)Cn3c2nc2c3c(=O)n(Cc3ccc(F)cc3)c(=O)n2C)c(OC)c1 (configuration not stated)
  .	0.3	12	5	-1	.	-19	-1.7	-4	-1
> N/C(Cn1nnc(-c2ccccc2)n1)=N\O
  -6	-0.8	8	-2	1	101	-1	-0.1	2	0

Other records follow:
SMILES | NSD2 inh | CAL PDZ FP-1 | Arr AP2 block | V-ATPase pHluor | DAGLB inh | Pemphigus Ab inh | RTF Ca sens inh | C-LANA FP | CAL PDZ FP-2 | Keap1-Nrf2 PPI
CCOC(=O)c1ccc(CNC(=O)Cn2nnc(-c3ccccc3F)n2)o1 | -2 | -0.5 | 2 | 2 | -1 | 105 | -24 | -1.1 | 1 | -6
COc1ccc(C(=O)Nc2cccc(C(C)=O)c2)c(OC)c1OC | 1 | . | -4 | 4 | 0 | 97 | 2 | 0.1 | -4 | -3
CCCNC(=O)C(Cc1ccc(I)cc1)NC(=O)c1ccc(C#N)cc1 (configuration not stated) | . | -0.9 | -1 | 1 | 1 | 101 | -4 | 1.2 | 3 | 2
CC(C)(C)c1ccc(/C=N/Nc2cccc(C(=O)O)c2)cc1 | 3 | -2.4 | 8 | -2 | 3 | 98 | 4 | -0.2 | 3 | 2
CCOC(=O)N(Cc1ccccc1)Cc1ccc(C(=O)N[C@@H](Cc2ccccc2)C(=O)O)cc1 | -1 | -0.4 | 5 | -1 | 2 | 110 | 0 | 0.3 | 7 | -1
CC(=O)c1sc(NC(=O)c2cccc3ccccc23)nc1C | -1 | -0.6 | 0 | 0 | 5 | 92 | -15 | 2.4 | 0 | -2
O=C(/C=C/c1cc(Br)ccc1F)Nc1cccnc1 | -3 | -6.5 | -4 | -2 | 5 | 104 | -4 | 1.0 | -2 | -4
Cc1ccc(Cl)cc1N1CCN(C(CC(C)C)c2nnnn2CC2CCCO2)CC1 (configuration not stated) | . | -0.1 | -1 | -2 | -5 | 107 | -7 | 0.0 | . | 1
COc1ccc(OC)c(CCNC(=O)CCc2nnc3ccc(N4CCOCC4)nn23)c1 | . | -1.9 | -2 | 3 | 1 | 101 | -5 | 0.3 | -3 | -3
